# KB-3-1 tox: kills parental KB-3-1 adenocarcinoma cells | KB-3-1 viability, CellTiter-Glo ATP luminescence, 72 h | Potency, µM (top dose mostly 46.1 µM), for the others: top-dose activity change, negative = cytotoxic, most hits filed as cytotoxic | hit rate 1.4% among 400,000; note: potency is the fitted concentration of half-maximal effect; % is set by controls: 0 for no effect and ±100 for the full control effect; nearly all actives have a fitted effect of over 60% in size
#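 Multi-concentration cytotoxicity screen in KB-3-1 cells grown in DMEM lacking phenol red with 10% FBS. After 72 h at 37 °C with compound, ATP-dependent luminescence was recorded.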
# DRD3 agonist: agonists of human D3 dopamine receptor. hit rate 0.58% among 410,000. max activation, %. D3R DiscoveRx beta-arrestin cells, luminescence, 90 min. P35462; in the data active = max activation above about 30%; note: 0% is about no effect; mostly tested at two doses, the higher about 12 µM
# Target sequence (P35462 whole entry, looked up): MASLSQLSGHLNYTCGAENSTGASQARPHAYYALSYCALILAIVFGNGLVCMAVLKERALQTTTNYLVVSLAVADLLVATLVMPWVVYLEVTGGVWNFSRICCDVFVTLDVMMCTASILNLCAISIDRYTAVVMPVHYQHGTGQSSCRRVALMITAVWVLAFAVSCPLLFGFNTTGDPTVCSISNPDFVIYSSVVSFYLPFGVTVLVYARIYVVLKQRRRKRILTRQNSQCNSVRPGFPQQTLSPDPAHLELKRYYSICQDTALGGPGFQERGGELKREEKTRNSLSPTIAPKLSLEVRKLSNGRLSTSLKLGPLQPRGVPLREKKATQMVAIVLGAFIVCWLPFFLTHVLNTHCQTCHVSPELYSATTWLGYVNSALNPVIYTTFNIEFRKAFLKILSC
#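 Cells at 1500/well, incubated overnight, then treated with pinned compounds (dopamine as control) for 90 min at 37 degrees C. DiscoveRx reagent added for 30 - 60 minutes at room temperature; luminescence read.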
# MCF10A rerep: induces DNA re-replication in MCF 10a normal breast cells | AID 624296 | MCF 10A DNA re-replication, Hoechst nuclear intensity, 48 h | hit rate 2.9% among 350,000 | Potency, µM (top dose mostly 46.1 µM), without a hit: top-dose activity, positive = re-replication, most hits filed as activators; note: potency is the fitted concentration of half-maximal effect; % of control where 0% means no effect; nearly all actives have a fitted effect of over 50% in size
# HEK293 tox: cytotoxicity counter-screen for GLP-1 receptor inverse agonists; HEK293 cAMP-luciferase reporter cells, luminescence, 24 h; Potency, µM (titrated, usually from 38.3 µM), inactives show top-dose activity change, negative = inhibition, most hits filed as inhibitors; hit rate 0.13% among 410,000;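 note: loss of luciferase light is scored as toxicity; potency is the fitted concentration of half-maximal effect; % is set by controls: 0 for no effect and ±100 for the full control effect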
#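 Seeding density was 200 cells/uL; after overnight-length (12 h) culture, 23 nL compounds went on for 24 h at 37 °C. Readout used a luciferase detection reagent, luminescence taken after 12 min at room temperature.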
# HT1080 IDH1KD tx: HT-1080 IDH1 knockdown cell toxicity (counter line). HT-1080 IDH1 knockdown viability, ATP luminescence, 48 h. Potency, µM (top dose mostly 46.1 µM), inactives show at the highest dose activity, negative = toxicity, usual class: cytotoxic. hit rate 2% among 360,000. AID 686971;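 note: potency is the fitted concentration of half-maximal effect; 0% = DMSO wells and -100% = cell-free medium wells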
#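 IDH1KD HT-1080 cells, 750/well, RPMI + 5% FBS; compound pinned after 2 h settling; 48 h, 37 °C; CellTiter-Glo luminescence; % activity normalised to DMSO and no-cell wells; curves fitted, classed by r2 and efficacy.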
# HT1080-NT tox: kills 2HG-producing HT-1080-NT fibrosarcoma cells. HT-1080-NT fibrosarcoma viability, CellTiter-Glo ATP luminescence, 48 h. Potency, µM (titrated, usually from 46.1 µM), for inactives: top-dose activity, negative = less viability, actives largely listed as cytotoxic. hit rate 1.6% among 360,000. AID 686970;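 note: NT is the 2HG producing partner of a matched IDH1 knockdown line; potency is the fitted concentration of half-maximal effect; 0% = DMSO-treated cells and -100% = media-only wells without cells; nearly all actives have a fitted effect of over 55% in size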
#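 Toxicity toward the 2HG-producing NT line was scored as %Activity, normalised to DMSO and no-cell wells, from CellTiter-Glo luminescence after 48 hours' treatment.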
# SW480 rereplic: induces DNA re-replication in SW480 colon adenocarcinoma cells | SW480 DNA re-replication, Hoechst DNA content imaging, 48 h | Potency, µM (titrated, usually from 46.1 µM), for inactives: at the highest dose re-replication activation, hits mostly activators | hit rate 1.8% among 340,000; note: potency is the fitted concentration of half-maximal effect; % of control where 0% means no effect; nearly all actives have a fitted effect of over 55% in size
#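 250 cells/well; 23 nL cpd via pin tool; 48 hr, 37 C, 5% CO2; Hoechst 40 min; imager read of total nuclear intensity, ex 405/em 500-530 nm.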
# KB-V1 MDR tox: kills drug-selected multidrug resistant KB-V1 cells. AID 1347076. Potency, µM (series often up to 46.1 µM), for inactives: at the top dose activity change, negative = cytotoxicity, hits mostly cytotoxic. KB-V1 MDR cells viability, CellTiter-Glo, 72 h. hit rate 3.4% among 400,000; note: potency is the fitted concentration of half-maximal effect; % is set by controls: 0 for no effect and ±100 for the full control effect; nearly all actives have a fitted effect of over 60% in size
#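 KB-V1 cells (P-gp-expressing MDR subline of KB-3-1) in phenol-red-free DMEM with 10% FBS were exposed to library compounds over a concentration series for 72 h at 37 degrees C. Viability read by CellTiter-Glo luminescence; concentration-effect curves fitted after normalization.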
# IL1B secr inh: inhibitors of inflammasome signaling (IL-1 beta secretion). THP-1 LPS/ATP IL-1B secretion, AlphaLISA, 16 h; hits give low values. activity change, % at 57.5 µM. hit rate 4.7% among 360,000. AID 743279; in the data active = activity change below about -50%; inconclusive = mostly about -30% to -49%; note: % is set by controls: 0 for no effect and ±100 for the full control effect
#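 THP-1 cells pretreated 1 hr with compounds (up to 57.5 uM final), then stimulated with LPS (250 ng/mL final) plus ATP (1.25 mM final); secreted IL-1B measured by AlphaLISA after 16 hr, decreased signal indicating inhibition.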
# The depositor's hits bear a star; ? = inconclusive; . = no result given; & = joins results of further samples; [ ] = remark or other dose. Unless noted, calls come from the whole dose curve; as a rule, active = well fitted curve in the direction sought with a large enough effect; inconclusive = small, poorly fitted or top-dose-only effect, or another doubt; inactive = no such curve, though single readings can be large; an effect the other way counts as inactive or inconclusive.
SMILES,KB-3-1 tox,DRD3 agonist,MCF10A rerep,HEK293 tox,HT1080 IDH1KD tx,HT1080-NT tox,SW480 rereplic,KB-V1 MDR tox,IL1B secr inh
CCOC(=O)C1=C(c2ccccc2)NC(N)=NC1c1ccc(OCc2ccc(Cl)cc2)c(OC)c1 (stereo not drawn),?,4,18µM*,?,-6%,6%,?,13%,?
COc1ccc(-n2nc3c(N4CCCC(C(=O)NCc5ccc(C)cc5)C4)nnc(C)c3c2C)cc1 (stereo not drawn),-16%,7,.,-17%,.,.,.,-11%,.
Cc1ccc(C(=O)C(C)OC(=O)CCN2C(=O)C3C4C=CC(C5CC45)C3C2=O)cc1 (stereo not drawn),-10%,4,-6%,3%,13%,2%,-7%,-2%,24
CC(=O)Nc1cc(C(=O)N2CCCC2)ccc1S(=O)(=O)c1ccc(C)cc1,-2%,0,-2%,0%,10%,15%,-6%,-1%,26
OCc1cc(C(O)CNCCCCCCOCCCCc2ccccc2)ccc1O (stereo not drawn),-6%,.,?,-7%,?,16µM*,?,-17%,-25
CCOc1ccc(Br)cc1C1C(C(=O)OC)=C(C)NC2=C1C(=O)c1ccccc12 (stereo not drawn),-3%,-3,.,3%,.,.,.,?,.
O=C(NCCCN1CCOCC1)c1sc2ccccc2c1Cl,-4%,-1,11%,6%,-7%,-9%,-5%,-20%,-20
CCn1c(C)cc(=S)c2ccccc21,-12%,2,8%,?,-15%,-15%,-2%,-6%,18
O=C(CN1CCN(c2ccc(F)cc2)CC1)Nc1ccc(S(=O)(=O)N2CCOCC2)cc1,-12%,-13,13%,12%,2%,13%,0%,-12%,9
COC(=O)CS(=O)(=O)c1ccsc1C(=O)Nc1ccc(F)c(F)c1,-4%,0,16%,6%[7.66 µM],-8%,-6%,-2%,20%,-10
CCOc1ccc(OCCNCc2ccc(OC(C)C(=O)N(C)C)c(OCC)c2)cc1 (stereo not drawn),-3%,1,4%,-16%,3%,4%,5%,-12%,21
Cc1ccc(OCC(O)Cn2nc(C)cc2C)cc1 (stereo not drawn),-1%,-7,6%,-5%,12%,17%,-7%,16%,?
Cc1ccc(N2C(=O)N(Cc3ccccc3C)c3ccccc3S2(=O)=O)cc1,17%,2,2%,-12%,-7%,3%,25%,?,2
O=C(NNS(=O)(=O)c1ccc([N+](=O)[O-])cc1)c1ccncc1,0%,5,-7%,-5%,7%,0%,-6%,0%,10
CCCOc1ccc(Br)cc1CSC(=N)N,8.2µM*,-5,7%,-19%,?,-28%,-13%,14%,-86*
CCNc1ccc(S(=O)(=O)N(C)C)cc1NCC(=O)Nc1c(F)cccc1F,1%,4,8%,-6%,5%,7%,-8%,?,-3
O=S(=O)(NCCC1=CCCCC1)c1ccc(OC(F)(F)F)cc1,-12%,-4,?,5%,-17%,-5%,2%,-22%,-91*
COc1ccc2c(c1)c(C(=O)CN1CCC(C(N)=O)CC1)c(C)n2C,2%,2,?,4%,9%,0%,2%,11%,-13
COc1ccc(NC2CC(=O)N(c3ccc(C(=O)O)cc3)C2=O)cc1 (stereo not drawn),-11%,-4,16%,17%,-7%,?,-8%,-12%,21
O=C(CC[C@H]1O[C@@H](n2cnc3c(NC(=O)c4ccccc4)ncnc32)[C@H](O)[C@@H]1O)NCCc1cc2ccccc2[nH]1,0%,9,.,7%,1%,5%,.,3%,?

# An excerpt of the results above, for reference:
SMILES,KB-3-1 tox,DRD3 agonist,MCF10A rerep,HEK293 tox,HT1080 IDH1KD tx,HT1080-NT tox,SW480 rereplic,KB-V1 MDR tox,IL1B secr inh
COc1ccc(-n2nc3c(N4CCCC(C(=O)NCc5ccc(C)cc5)C4)nnc(C)c3c2C)cc1 (stereo not drawn),-16%,7,.,-17%,.,.,.,-11%,.
Cc1ccc(C(=O)C(C)OC(=O)CCN2C(=O)C3C4C=CC(C5CC45)C3C2=O)cc1 (stereo not drawn),-10%,4,-6%,3%,13%,2%,-7%,-2%,24
CC(=O)Nc1cc(C(=O)N2CCCC2)ccc1S(=O)(=O)c1ccc(C)cc1,-2%,0,-2%,0%,10%,15%,-6%,-1%,26
OCc1cc(C(O)CNCCCCCCOCCCCc2ccccc2)ccc1O (stereo not drawn),-6%,.,?,-7%,?,16µM*,?,-17%,-25

# Next results:
SMILES,KB-3-1 tox,DRD3 agonist,MCF10A rerep,HEK293 tox,HT1080 IDH1KD tx,HT1080-NT tox,SW480 rereplic,KB-V1 MDR tox,IL1B secr inh
CC(Cc1cccnc1)NC(=O)c1cc(COc2ccc(F)cc2F)on1 (stereo not drawn),.,-11,-1%,-32%,3%,1%,-2%,.,-3
COc1ccc(C(=O)NCCNc2ccc([N+](=O)[O-])cc2)cc1,0%,0,-3%,?,1%,-2%,-2%,?,-7
COc1ccc(/C=C2\SC(=O)N=C2N)cc1,3%,-1,?,-1%,-11%,-10%,21%,16%,-3
NNC(=O)c1cc(C23CC4CC(CC(C4)C2)C3)nc2ccccc12,?,-6,4%,-19%,-27%,-17%,-6%,-15%,18
O=C(O)/C=C/C(=O)Nc1cc(F)ccc1F,9%,1,-3%,-17%,2%,-1%,-9%,0%,-7
Cc1ccc(CNC(=O)c2cnc3c(-c4ccccc4)c(C)nn3c2C)o1,1%,5,.,-6%,.,.,.,7%,.
COc1ccc([N+](=O)[O-])c(O)c1C(C)=O,-9%,0,-16%,-13%,13%,17%,-4%,1%,8
Cc1ccc(S(=O)(=O)NC(C(=O)N2CCOCCOCCOCCOCC2)c2ccccc2)cc1 (stereo not drawn),4%,0,1%,-1%[7.66 µM],12%,13%,-4%,?,13
O=C(N/C(=C\c1ccc(Cl)cc1)C(=O)N1CCCCC1)c1ccco1,1%,7,9%,-4%,1%,-15%,-1%,-14%,30
CCN(CC(=O)NCc1ccc(Cl)cc1)C(=O)/C=C/c1ccc(C#N)cc1,0%,-9,-3%,12%,0%,?,-1%,?,-14
CC(Sc1nnc2ccccn12)C(=O)N1CCc2ccccc2C1 (stereo not drawn),22%,1,-1%,-10%,19%,9%,3%,8%,17
Cc1cccc(NC(=O)Nc2ccc(Br)cc2)n1,0%,-3&-6,0%,-13%&9%,3%,6%,10%,28%,46
COc1ccc(NC(=O)CS(=O)CC(=O)Nc2cc(Cl)ccc2OC)cc1 (stereo not drawn),1%,-26,11%,3%,3%,-4%,1%,21µM*,15
CC(NCC(O)COCc1cccs1)C1CC2CCC1C2 (stereo not drawn),-11%,-4,10%,3%,3%,-3%,1%,-5%,-15
CCOC(=O)c1c(C)nc(SC)c(C#N)c1-c1ccccc1,9%,-2,12%,-8%,12%,2%,-5%,-7%,26
CC(C)(C)NC(=O)CSc1nc(O)cc(=O)n1-c1ccccc1F,-6%,3,-1%,11%,11%,10%,-15%,9%,0
COc1ccccc1NC(=O)CC1S/C(=N/N=C(\C)C2CCCCC2)NC1=O (stereo not drawn),0%,-2,8%,-14%,-18%,0%,?,3%,60
CC(NC(=O)COC(=O)c1ccc2c(c1)S(=O)(=O)N=C1CCCCCN12)C12CC3CC(CC(C3)C1)C2 (stereo not drawn),?,4,-10%,-5%,9%,-5%,2%,-1%,6
COc1cc(Cl)c(NS(=O)(=O)c2cc3[nH]c(=O)c(=O)[nH]c3cc2C)c(OC)c1,1%&5%,2&2,1%,1%&2%,1%,-7%,-9%,?,-1
CCN(CC)C(=O)[C@H]1C[C@H](CC(=O)NCCCn2ccnc2)C(=O)N2CCc3c([nH]c4cc(-c5ccco5)ccc34)[C@]12C,16%,10,14%,9%,-1%,-1%,?,2%,2
CCOC(=O)CNC(=O)c1ccc2c(c1)OCCO2,5%,-12,0%,18%,-7%[9.24 µM],-2%,-2%,-19%,-2
O=C(OCC(=O)N1CCCC1)c1ccco1,-17%,4,1%,-5%,12%,18%,-3%,4%,-10
CC(C)Oc1ccccc1-c1nc(SCC(=O)O)n[nH]1,-5%,-1,6%,49%[activator],1%,-2%,0%,19%,16
Cc1ccc(Cl)cc1NC(=O)Cn1cc(C(F)(F)F)cc(Cl)c1=O,-8%,-9,0%,-20%,4%,14%,-1%,5%,-8
Cc1ccc2nc(-c3cccc(Br)c3)cc(C(=O)NCC3CCCO3)c2c1 (stereo not drawn),7%,1,26µM*,4%,13%,3%,21%,-10%,0
Cc1cccc(NC(=O)c2ccc3c(c2)CCN3S(C)(=O)=O)c1,-4%,-2,2%,-1%,5%,-4%,-2%,-24%,-64*
Nc1cc(-c2ccccc2)n2c(n1)nc1ccccc12,7%,-10,0%,6%,-15%,-5%,-2%,-4%,2
COc1ccc(C2N=C(N)Nc3nc4ccccc4n32)c(OC)c1OC (stereo not drawn),15%,7,.,1%,.,.,.,19%,.
Cc1ccc2nc(NC(=O)C3CCN(S(=O)(=O)c4cccnc4)CC3)sc2c1,?,-2,10%,-7%,-11%,-1%,0%,?,-16
CCc1ccccc1N(CC(=O)NCC1CCCO1)C(=O)CCC(=O)Nc1nccs1 (stereo not drawn),18%,-5,2%,3%,11%,3%,-4%,-5%,15
CC(C)(C)NS(=O)(=O)c1cccc2nsnc12,-7%,-5,0%,5%,-5%,1%,-2%,-18%,8
C/C=C(\C)C(=O)NCCN1C2=NC[C@@H](Cc3ccccc3)N2C[C@@H]1Cc1ccc(OC)cc1,13%,-13,12%,4%,2%,3%,4%[9.22 µM],1%,-10
N/C(Cc1ccc(Cl)cc1Cl)=N\OC(=O)Cc1cccs1,22%,1,0%,20%,14%,3%,7%,?,-4
CCc1ccc(S(=O)(=O)NCCc2csc(C)n2)s1,3%,2,1%,5%,-1%,3%,-3%,-25%,10
O=C(Nc1ccc2c(c1)OCO2)c1ccc(Br)c(S(=O)(=O)N2CCCC2)c1,?,3,17%,-5%,-12%,-5%,-7%,5.2µM*,?
COc1ccc(OC)c(NC(=O)[C@H](Cc2ccccc2)N2Cc3ccccc3C2=O)c1,-12%,1,.,-3%,.,.,.,-20%,.
